Assay outcomes as filed in PubChem BioAssay.
TRHR agonist – activates the human TRH receptor. P34981. TRHR cells, calcium flux fluo-8, FDSS agonist mode. activation, % at 2 µM. 360,000 tested, 0.18% active; in the data active = activation above about 30%; also: 0% is about no effect
Target sequence (P34981 whole entry, looked up): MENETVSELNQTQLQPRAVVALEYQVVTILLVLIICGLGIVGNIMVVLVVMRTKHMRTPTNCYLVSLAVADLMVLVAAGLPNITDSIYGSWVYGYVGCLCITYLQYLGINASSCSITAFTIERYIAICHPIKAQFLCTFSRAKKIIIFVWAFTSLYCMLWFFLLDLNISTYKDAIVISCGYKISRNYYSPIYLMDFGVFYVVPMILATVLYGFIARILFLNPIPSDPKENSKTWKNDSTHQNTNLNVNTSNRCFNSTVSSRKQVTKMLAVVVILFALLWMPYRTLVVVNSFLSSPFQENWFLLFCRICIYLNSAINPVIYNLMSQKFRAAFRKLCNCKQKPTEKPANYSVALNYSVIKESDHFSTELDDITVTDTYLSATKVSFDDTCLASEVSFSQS
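Agonist-mode FDSS calcium read (Ex 480/Em 530, 1 s cycles) in 1536-well TRHR cells with fluo-8 dye, after 10-cycle baseline and 23 nL compound addition; TRH at EC20 (10 nM final) added afterwards for the enhancer phase.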
TRHR enhancer – allosteric enhancers of human TRH receptor; TRHR cells, fluo-8 calcium fluorescence, EC20 TRH enhancement; enhancement, % at 2 µM; 360,000 tested, 0.66% active; P34981; in the data active = enhancement above about 30%; also: 0% is about no effect
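TRHR-expressing cells loaded with fluo-8 calcium dye were read kinetically (ex 480/em 530) during compound addition, then stimulated with an EC20 of TRH (10 nM final). Enhancement of the Gq-mediated intracellular calcium response was scored.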
RXFP1 antag – blocks the human relaxin receptor RXFP1; Q9HBX9; HEK293-RXFP1, relaxin-stimulated cAMP HTRF, 30 min; stronger effect = lower value; activity change, negative = inhibition, % at 57.5 µM; 350,000 tested, 0.59% active; AID 1259400;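 active = activity change of -60% or lower, but not beyond a set lower limit; inconclusive = change between -60% and -40%, or beyond the set limit; inactive = change above -40%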; also: % is scaled to controls: 0 for no effect and ±100 for the full control effect
D2 potentiator – positively modulates the human D2 dopamine receptor allosterically; P14416; HEK293 T-REx D2, calcium flux, EC20 dopamine potentiation; potentiation, % at 10 µM; 340,000 tested, 0.34% active;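 active = potentiation over 3 SD above the plate norm, cut at about 30% in these data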; also: 0% is about no effect
Target sequence (P14416 whole entry, looked up): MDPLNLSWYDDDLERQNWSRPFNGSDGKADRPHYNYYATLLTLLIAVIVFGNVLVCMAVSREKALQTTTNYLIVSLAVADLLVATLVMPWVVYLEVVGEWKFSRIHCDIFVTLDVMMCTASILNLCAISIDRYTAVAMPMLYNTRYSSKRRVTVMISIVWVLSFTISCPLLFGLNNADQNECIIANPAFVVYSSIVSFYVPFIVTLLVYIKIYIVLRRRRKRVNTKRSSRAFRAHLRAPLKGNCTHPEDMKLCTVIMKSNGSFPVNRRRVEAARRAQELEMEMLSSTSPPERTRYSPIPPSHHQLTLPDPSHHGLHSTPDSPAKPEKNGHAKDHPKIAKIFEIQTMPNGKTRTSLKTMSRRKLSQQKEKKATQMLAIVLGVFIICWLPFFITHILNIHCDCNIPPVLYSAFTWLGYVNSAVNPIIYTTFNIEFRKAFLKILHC
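Tetracycline-induced Hek293 Trex D2 cells, force-coupled to calcium, loaded with no-wash calcium dye. Compound added with 180 s kinetic read for agonism, then EC20 dopamine and a further 180 s read for potentiation.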
RXFP1 ag – RXFP1 (human) receptor agonism | Potency, µM (top dose mostly 57.5 µM), inactives show at the highest dose activation, hits mostly activators | Q9HBX9 | HEK293T-RXFP1 cAMP TR-FRET, 30 min; response scale: percent of porcine relaxin response, buffer zero | AID 2676 | 370,000 tested, 0.3% active; also: potency is read from the fitted curve at half-maximal effect; % is scaled to controls: 0 for no effect and ±100 for the full control effect; nearly all actives have a fitted effect of over 60% in size; many of its hits are not listed in these tables
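cAMP rise read by TR-FRET after 30 min, 37C compound exposure (up to 58 uM) in RXFP1-transfected HEK293 cells with Ro 20174 present. EC50 from Hill-equation fits, with 29 nM porcine relaxin as 100% and buffer as basal.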
D1 potentiator – potentiators of human D1 dopamine receptor; HEK293 TREx D1 cells, calcium flux, dopamine EC20 potentiation; AID 504651; potentiation, % at 10 µM; 360,000 tested, 0.036% active; P21728; in the data active = potentiation above about 30%; also: 0% is about no effect
D1 antag – antagonists of human D1 dopamine receptor; activity change, negative = inhibition, % at 10 µM; AID 504652; HEK293 TREx D1 cells, calcium flux, dopamine EC80; stronger effect = lower value; 360,000 tested, 3.2% active; in the data active = activity change below about -30%; also: % is scaled to controls: 0 for no effect and ±100 for the full control effect
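Using tetracycline-induced force-coupled D1 Hek293 cells and a calcium dye, signals were followed for 180 s after compound, then for 180 s after EC80 dopamine, to detect inhibitors.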
Anesthetic bind – candidate novel general anesthetic via apoferritin binding. P02791. apoferritin/1-aminoanthracene competitive binding, fluorescence. Potency, µM (doses to about 77.5 µM), inactives show at the highest dose activity change, negative = displacement, actives largely listed as inhibitors. 350,000 tested, 0.074% active. AID 485281; also: potency is read from the fitted curve at half-maximal effect; % is scaled to controls: 0 for no effect and ±100 for the full control effect; nearly all actives have a fitted effect of over 20% in size
Target sequence (P02791 2-175 limits assumed): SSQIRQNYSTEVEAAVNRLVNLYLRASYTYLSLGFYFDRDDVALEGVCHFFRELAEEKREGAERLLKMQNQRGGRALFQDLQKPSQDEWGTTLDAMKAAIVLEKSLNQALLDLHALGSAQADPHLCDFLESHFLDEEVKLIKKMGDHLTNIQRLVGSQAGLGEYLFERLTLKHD
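10 uM apoferritin + 50% sat. 1-AMA, PBS; cpd 10 min RT; Ex380/Em535 endpoint; normalized to free probe vs complex; 4-param Hill fit; propofol titration as pos. ctrl.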
D1 agonist – agonists of human D1 dopamine receptor. HEK293 T-REx D1 cells, calcium flux, agonist mode. P21728. activation, % at 2 µM. 360,000 tested, 1% active; in the data active = activation above about 30%; also: 0% is about no effect
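Tetracycline-induced HEK293 TREx D1 cells, force-coupled to calcium signalling, were dye-loaded with a no-wash calcium kit. Compound was pin-added after a 10 s baseline. Fluorescence was read kinetically at 1 cycle/s for 180 s, with calcium rises flagged as agonism.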
An asterisk follows results filed as active; ? = inconclusive; nt = no result given; & = joins results of further samples; [ ] = dose if it differs, or a comment. Unless noted, calls follow the shape of the dose curve; as a rule, active = well fitted curve in the direction sought with a large enough effect; inconclusive = small, poorly fitted or top-dose-only effect, or another doubt; inactive = no such curve, though single readings can be large; an effect the other way counts as inactive or inconclusive. Some of the compounds tested; rates above refer to the full screens.

SMILES	TRHR agonist	TRHR enhancer	RXFP1 antag	D2 potentiator	RXFP1 ag	D1 potentiator	D1 antag	Anesthetic bind	D1 agonist
Cc1ccc(-c2onc(C)c2C)cc1S(=O)(=O)N1CCOc2ccccc21	1.7	-8	-17	-8	3.5%	-10	2	46%[activator]	16
Cc1cc(C)c2c(N)c(C(=O)c3ccccc3Cl)sc2n1	-1.2	5	0	-2	1.9%	-3	2	-15%	1
O=c1oc(-c2cccc([N+](=O)[O-])c2)nc2ccccc12	-0.3	2	-5	-4	-0.3%	0	1	-16%	1
O=C(Cn1cnc2cc([N+](=O)[O-])ccc2c1=O)Nc1ccc(N2CCOCC2)cc1	0.7	-1	1	-5	14%	4	-13	-4%	1
COc1cccc(CN2CCNC(=O)C2CC(=O)N(C)C2CCCCC2)c1 (stereo unspecified)	0.0	-6	7	-4	-0.6%	-4	6	-8%	2
CN(CC(=O)Nc1ccccc1C(=O)N1CCCC1)S(=O)(=O)c1ccc(Cl)cc1	-0.5	9	24	1	0.0%	-3	1	-11%	0
CN1CCc2c(sc3nc(NN)n(Cc4ccccc4)c(=O)c23)C1	0.4	17	-10	-5	7.5%	-2	3	2%	1
COc1ccc(N2CCN(c3oc(COc4ccccc4)nc3C#N)CC2)cc1	-0.1	-6	5	25	2.0%	-4	-5	43%[activator]	-2
COc1ccccc1CNC(=O)c1ccc2c(=O)n(CC3CCCO3)c(=S)[nH]c2c1 (stereo unspecified)	0.9	-3	-15	1	2.2%	-2	3	1%	2
COc1cccc(N2CCN(S(=O)(=O)c3cn(C)c(C)n3)CC2)c1	0.4	3	nt	18	-0.4%	-2	4	5%	0
CCCC(=O)NNC(=O)CC(=O)Nc1ccccc1C(=O)O	0.3	6	8	1	2.0%	12	8	-3%	4
O=C(Cc1ccc(Cl)cc1)Nc1ccc2nn(-c3ccc(Cl)cc3)nc2c1	-0.4	-6	nt	-1	?	0	-2	2%	0
CCOc1ccc(NS(=O)(=O)c2c(C)nc3sc(CC)nn3c2=O)cc1	0.2&0.6	4&-2	-3	5&2	-0.3%&2.7%	4&-1	-8&8	-17%&-4%	5&4
O=C(NC1CCCc2c1cnn2-c1ccccc1F)c1ccccn1 (stereo unspecified)	-0.7	5	4	8	-0.5%	-3	-38*	-2%	11
CCN(CC)c1ccc(/C=N/NC(=O)Cc2ccc(OC)c(OC)c2)cc1	-0.9	26	?	9	2.9%	-2	22	-2%	1
CCOC(=O)c1ccc(NC(=O)Oc2cc(C)c(Cl)cc2C(C)C)cc1	0.5	9	2	-9	-0.1%	-7	2	?	1
Cc1ccc(NC(=O)C2CCN(S(=O)(=O)c3ccc4c(c3)CC(C)N4C(=O)C3CCC3)CC2)nc1 (stereo unspecified)	-0.3	-3	12	8	3.4%	-12	3	-13%	3
CC(=O)OC(C(=O)NC1CCCCC1)c1ccccc1 (stereo unspecified)	0.5	0	6	9	-0.9%	14	3	-8%	4
CCOc1ccc(C(=O)Nc2nnc(S(=O)(=O)N(CC)c3ccccc3C)s2)cc1	0.0	-7	-9	3	0.7%	-4	8	3%	5
COc1cc(OC)c(C2N(C)c3ccccc3N2C)cc1OC	0.8	15	nt	8	0.6%	-3	13	17%	1
O=C(Cn1nc2n(c1=O)-c1ccccc1SC2)N/N=C/c1ccncc1	0.1	-7	7	-2	1.0%	-2	7	-6%	0
CCCCCCOC(=O)C(C#N)c1nc2ccccc2nc1N1CCN(C)CC1 (stereo unspecified)	-0.6&0.5	22&0	-28	-3	-0.7%&0.6%	-3&-4	37&11	?	19&8
O=C(COc1ccc2c(c1)OCO2)Nc1ccc2c(c1)oc1ccccc12	0.7	-8	-23	-5	-2.6%	4	-9	2%	2
CCc1cccc(C)c1Nc1nn2c(=O)c3ccccc3nc2s1	0.0	-4	-10	13	9.0%	-1	14	2%	-1
O=C(CS(=O)(=O)c1ccccc1)N1CCCCC1	0.8	2	-3	8	2.1%	1	7	-9%	1
CCC(COC)NC(=O)CCc1nnc(Cc2c[nH]c3ccccc23)o1 (stereo unspecified)	0.9	1	1	2	-0.9%	1	2	6%	1
CCNc1nc(NCC)n2c(SCC(=O)Nc3ccccc3[N+](=O)[O-])nnc2n1	0.4	-1	18	-4	0.7%	-4	15	5%	3
CC1=CC(C)(C)N(S(=O)(=O)c2ccc(F)cc2)c2ccc(C)cc21	-0.7	-11	23	1	4.2%	1	6	4%	4
CN(CCC(=O)c1ccccc1)CCC(=O)c1ccccc1	-0.2	5	-3	-13	-0.3%	0	14	-1%	2
COc1cc(OC)cc(OCC(O)Cn2cnc3cc(C)c(C)cc32)c1 (stereo unspecified)	-0.3	2	nt	5	0.0%	1	-14	-9%	11
Cc1cc(=O)oc2cc(OCc3nnc(-c4ccccc4Br)o3)ccc12	-1.1	-2	-7	18	3.6%	-8	-14	-24%	6
CCOC(=O)N1CCC(N2Cc3cccc(C(=O)Nc4c(C)cccc4CC)c3C2=O)CC1	-0.2	0	1	-6	0.4%	-2	9	-22%	2
CCCN1CCN(CCCNC(=O)c2cnn(-c3ccc(F)cc3)c2-n2cccc2)CC1	-0.1	1	nt	-8	3.6%	-2	5	5%	1
O=C(c1cnn(C(=O)c2cccc(S(=O)(=O)N3CCOCC3)c2)c1)c1cc(Cl)cc(Cl)c1O	-0.4	0	4	0	16%	6	17	0%	2
O=C(COc1ccccc1)Nc1nnc(S(=O)(=O)N2CCCCC2)s1	0.0	-1	-19	8	6.0%	1	-5	-7%	8
O=C(NS(=O)(=O)c1ccccc1[N+](=O)[O-])c1ccccc1	0.4	3	1	4	3.2%	18	7	-4%	2
Cc1c(Cc2ccccc2)c(NCCCO)n2c(nc3ccccc32)c1C#N	-0.3	0	5	-6	6.3%	-7	-12	3%	3
Cc1ccc(N=Nc2cc(C)ccc2N)cc1	-0.4	1	11	7	-1.0%	-4	-10	-10%	4
CCNC(=O)C1CC(=O)N(c2ccc(OCC)cc2)C1 (stereo unspecified)	-0.3	-2	5	-2	-0.4%	-6	22	-5%	1
COc1cc2ncnc(NCc3ccccc3C)c2cc1OC	0.1	-4	-6	-2	3.2%	-7	8	-8%	1
O=C(Nc1ccccc1C(=O)N1CCN(c2cccc(Cl)c2)CC1)C1=CSCCO1	-1.9	-6	18	-7	-0.6%	-6	7	4%	0
COc1cc(CCCN2C(N)=NC[C@@H]2Cc2ccc(O)cc2)cc(OC)c1OC	0.1	-2	nt	-3	0.0%	-5	8	-4%	1
CC(C)CN1C(=O)C(=O)N(CC(=O)c2ccc3c(c2)OCO3)C1=O	0.3	5	-11	0	1.7%	4	5	nt	2
Clc1ccc2nnc(Cl)n2n1	0.5	-1	9	-7	13%	-6	12	-5%	9
O=C(CNCc1ccccc1)NCCCN1CCCC1=O	0.0	-2	-11	0	-0.2%	3	-7	-5%	2
Cc1ccc(NS(=O)(=O)c2cc(-c3n[nH]c(=O)c4ccccc34)ccc2C)cc1	1.3	13	3	2	2.7%	-3	5	-5%	2
COC(=O)c1ccc(C(=O)OC)c(NC(=S)N2CCC(C(N)=O)CC2)c1	0.6	-1	-8	nt	4.6%	-8	-8	19%	1
COc1ccc(NC(=O)CN2CCOCC2)cc1	0.1	-1	-9	1	-0.9%	-5	5	-5%	-2

Entries of single compounds, quoted from the list.
Clc1ccc2nnc(Cl)n2n1 is entered as TRHR agonist: 0.5; TRHR enhancer: -1; RXFP1 antag: 9; D2 potentiator: -7; RXFP1 ag: 13%; D1 potentiator: -6; D1 antag: 12; Anesthetic bind: -5%; D1 agonist: 9
Cc1ccc(NS(=O)(=O)c2cc(-c3n[nH]c(=O)c4ccccc34)ccc2C)cc1 is entered as TRHR agonist: 1.3; TRHR enhancer: 13; RXFP1 antag: 3; D2 potentiator: 2; RXFP1 ag: 2.7%; D1 potentiator: -3; D1 antag: 5; Anesthetic bind: -5%; D1 agonist: 2

Continued:
SMILES	TRHR agonist	TRHR enhancer	RXFP1 antag	D2 potentiator	RXFP1 ag	D1 potentiator	D1 antag	Anesthetic bind	D1 agonist
CC(C)Sc1nc2c([nH]1)c(=N)ncn2Cc1ccccc1	-0.1	2	6	-9	-1.0%	1	-8	-6%	2
CCN(CC)CCN(C(=O)c1ccc(Br)s1)c1nc2cc3c(cc2s1)OCCO3	0.0	5	-1	-8	5.8%	-3	-9	-8%	8
COc1ccc(CCN2CCCC(CN(C)C(=O)c3ccoc3)C2)cc1 (stereo unspecified)	0.4	3	-2	1	2.8%	-1	-11	-8%	0
O=C1NCCCC1C(=O)N1CCCCC1 (stereo unspecified)	0.3	3	-3	5	-1.4%	-1	14	-5%	1
O=c1[nH]cnc(O)c1C(c1ccc([N+](=O)[O-])cc1)c1c(O)nc[nH]c1=O	0.8	-5	8	14	1.7%	-3	12	-10%	2
Cc1ccc(Cn2c(O)c(N=NC(=S)Nc3ccccc3F)c3cc(S(=O)(=O)N4CCOCC4)ccc32)cc1	0.1	9	-8	9	5.8%	2	12	-23%	0
CCOC(=O)c1cn[nH]c1NC(=S)Nc1ccc(Cl)cc1	1.3	-4	-6	5	-0.7%	-4	-15	1%	9
O=C(O)c1ccccc1-c1ccccc1C(=O)Nc1ccc(-c2nc3cc(Cl)ccc3o2)cc1	0.6	1	-11	-1	1.8%	-4	-30*	-6%	7
Cc1ccc(S(=O)(=O)NCCCNS(=O)(=O)c2ccccc2)cc1	-0.8	-1	8	-3	2.3%	-1	5	-8%	2
O=C(CSc1nnc2ccccn12)NNC(=O)c1ccccc1	0.6	1	-2	-4	0.3%	2	4	-5%	4
CC1=C(C#N)C(c2ccc3ncccc3c2)C(C#N)=C(C)N1	0.0	0	8	17	1.4%	-4	9	-6%	4
O=C1CCCN1C(=O)CSc1ncnc2sccc12	0.2	6	4	13	6.2%	2	-11	nt	6
Nc1cccc2cnccc12	-0.5	-8	7	-5	1.1%	-6	5	-7%	2
COc1cc(CCC(=O)NNC(=O)c2cccc(Cl)c2)cc(OC)c1OC	-0.4	-4	-9	-4	4.5%	-11	2	2%	2
CC(NCc1ccccc1)c1ccccc1O (stereo unspecified)	0.0	3	-3	-5	-0.5%	-5	-9	7%	1
